sEH inhibitor: soluble epoxide hydrolase inhibitors, primary screen, biochemical, human sEH; Bifunctional epoxide hydrolase 2 (Homo sapiens), P34913; recombinant human sEH enzymatic activity assay; inhibition, % at 2 µM; hit rate 0.34% among 91,000; in the data active = inhibition above about 80%; note: values of inactives mirror those of a sister screen read the other way; many of its hits are not listed in these tables
Plk1 PBD FP: Plk1 polo box domain binding inhibitors, primary screen, biochemical, fluorescence polarization. Serine/threonine-protein kinase PLK1 (Homo sapiens), P53350. Plk1 PBD phosphopeptide binding. inhibition, %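 (tested at about 20 µM)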. hit rate 0.13% among 97,000. AID 693, 2007; in the data active = inhibition above about 34%, passing the limit was not always enough
Target sequence (P53350 whole entry, looked up, the tested form may be a part): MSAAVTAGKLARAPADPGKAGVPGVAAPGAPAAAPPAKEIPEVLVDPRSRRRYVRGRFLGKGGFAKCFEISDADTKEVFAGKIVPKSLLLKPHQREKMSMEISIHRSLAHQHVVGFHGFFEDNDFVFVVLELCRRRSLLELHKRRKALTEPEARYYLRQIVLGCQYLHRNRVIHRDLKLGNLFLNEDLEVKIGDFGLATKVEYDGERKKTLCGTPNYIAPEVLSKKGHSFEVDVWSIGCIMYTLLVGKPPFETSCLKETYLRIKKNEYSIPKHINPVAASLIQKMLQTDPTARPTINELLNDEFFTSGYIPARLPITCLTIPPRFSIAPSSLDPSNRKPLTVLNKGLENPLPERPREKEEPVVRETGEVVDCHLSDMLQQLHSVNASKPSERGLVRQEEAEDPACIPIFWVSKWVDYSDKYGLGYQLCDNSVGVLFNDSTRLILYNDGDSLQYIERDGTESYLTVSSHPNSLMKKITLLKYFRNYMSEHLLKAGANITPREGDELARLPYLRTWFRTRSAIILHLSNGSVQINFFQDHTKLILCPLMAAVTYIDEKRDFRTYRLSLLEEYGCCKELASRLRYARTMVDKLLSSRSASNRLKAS
cytoskel mod: modifiers of F-actin cytoskeleton organization, primary screen, imaging, HUVEC, phalloidin staining, high-content imaging. inhibition, % at 2 µM. hit rate 0.18% among 91,000. HUVEC TNFa F-actin phalloidin imaging;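 active = inhibition above the batch mean plus 3 SD and confirmed as a hit by visual image inspection, cut at about 30% in these data, passing the limit was not always enough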; note: strong numbers were not always called active
VCAM1 TNFa inh: inhibitors of TNFa-induced VCAM1 expression, primary screen, imaging, HUVEC, TNFa stimulus, immunofluorescence; hit rate 0.48% among 95,000; HUVEC TNFa-induced VCAM-1 immunofluorescence, high-content imaging; inhibition, % at 2 µM;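 active = inhibition above the batch mean plus 3 SD, with images confirmed as a hit by eye, cut at about 37% in these data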;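 note: 0% = TNF-stimulated DMSO wells and 100% = unstimulated control wells; not every result past the cut was called active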
IL1B cytotox: cytotoxicity in IL-1B stimulated HUVEC, primary screen, cytotoxicity control for IL-1B NFkB translocation project, imaging, Hoechst nuclear count, IL-1B stimulus. hit rate 0.41% among 94,000. cell count reduction, % at 2 µM. HUVEC cell count loss;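 active = cell count reduction more than 3 SD above the screen-wide mean, cut at about 70% in these data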;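 note: normalized per plate to untreated control cells as the no-loss baseline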
PLK1 inh: human PLK1 kinase inhibitors, primary screen, biochemical, TR-FRET; AID 619, 2007; inhibition, % at 10 µM; hit rate 0.53% among 97,000; recombinant PLK1 kinase, TR-FRET peptide phosphorylation; Serine/threonine-protein kinase PLK1 (Homo sapiens), P53350;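 active = inhibition of 50% or more in the single-concentration screen; inactive = inhibition below 50%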;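 note: 0% = DMSO max control and 100% = H-89 dihydrochloride min control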
TNFa cytotox: cytotoxicity in TNFa-stimulated HUVEC, primary screen, cytotoxicity control for VCAM1 expression modulator project, imaging, Hoechst nuclei count. HUVEC TNFalpha-stimulated, Hoechst cell count. cell count reduction, % at 2 µM. hit rate 0.17% among 93,000. AID 848, 2007;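 active = cell count reduction exceeding the screen mean by over 5 SD, scaled to untreated wells per plate, cut at about 78% in these data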;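 note: cells counted after 24 h of TNF alpha exposure following the 1 h pretreatment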
E coli WT exp: growth inhibitors of wild-type E. coli, primary screen, strain BW25113, expanded library, OD600; OD600 absorbance; growth inhibition, % at 100 µM; hit rate 0.15% among 98,000; AID 710, 2007;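 active = growth inhibition above about 50% at one test dose, limit read from the data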;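 note: growth measured after 20 h incubation at 37 °C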
DAT uptake mod: changed hDAT dopamine uptake under cocaine IC80, either direction, primary screen, cocaine antagonist project, cell-based, LLC-PK1 hDAT, [14C]-dopamine uptake, MLSMR | LLC-PK1 hDAT cells, [14C]-dopamine uptake with cocaine IC80; actives deviate in either direction | hit rate 1.3% among 110,000 | AID 449768, 2010 | B-score at 10 µM;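 active = Z score or B-score, a plate-position-corrected score, falls beyond the plate's 99.7% confidence bounds, in either direction; inactive = both scores lie inside the 99.7% bounds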;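 note: scored against the spread of the other compound wells on the same plate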
Active calls of the source: *; nt = no result given.

SMILES	sEH inhibitor	Plk1 PBD FP	cytoskel mod	VCAM1 TNFa inh	IL1B cytotox	PLK1 inh	TNFa cytotox	E coli WT exp	DAT uptake mod
Nc1cccc(NC(=O)c2cccs2)c1	-11	22	2	16	-13	-11	-6	8	0.59
O=C(Cc1cccc2ccccc12)Nc1ccc(-c2cc3ccccc3oc2=O)cc1	-6	-2	6	-8	-2	-53	-4	-17	1.6
Cc1ccccc1N1CCN(c2ncnc3scc(-c4cccs4)c23)CC1	0	-3	-32	8	-1	27	18	-14	1.5
O=C(NC1(C(F)(F)F)C(=O)Nc2c1c(=O)[nH]c(=O)n2Cc1ccco1)C1CC1 (stereo unspecified)	-3	-7	-12	19	-17	1	11	-2	-1.4
CC1CC(C)(C)NC(C)c2ccccc21 (stereo unspecified)	nt	-13	-4	13	-23	-2	-6	4	-0.23
S=c1[nH]nc(-c2cnccn2)n1-c1ccccc1	-15	3	-14	8	-32	-4	-3	5	-0.17
COCC(C)OC(=O)C(C#N)c1nc2ccccc2nc1N1CCN(Cc2ccccc2)CC1 (stereo unspecified)	-3	-16	-13	11	3	-8	-1	-7	1.1
COC(=O)C1(C)NC(c2cccs2)C2C(=O)N(c3ccc(F)cc3)C(=O)C21 (stereo unspecified)	-5	2	6	0	17	-15	-17	-2	0.16
COC(=O)c1sccc1NC(=O)CSc1ccc(Cl)cc1	0	-3	-18	-15	nt	-4	13	1	0.21
CCCCCn1nc(C)c(/C=N/NC(=O)c2ccoc2C)c1C	-2	19	-3	20	-7	-9	-2	nt	1.5
COc1ccc(-c2cc(C(F)(F)F)nc(N3CCN(C)CC3)n2)cc1OC	10	-4	11	5	-28	-15	-19	22	-0.067
CCN1C(=O)/C(=C/c2cnn(C)c2C)SC1=S	-7	2	0	3	-8	-7	-5	-6	-0.087
Cn1cnc(S(=O)(=O)NCc2cccs2)c1	6	9	-5	-10	-17	-8	-5	-2	0.35
C/C(=N\Nc1cc(Cl)nc(C)n1)c1ccccc1	10	-4	-12	26	2	-10	-29	2	0.61
CSCCC(NS(=O)(=O)c1ccc2c(c1)oc(=O)n2C)C(=O)NC1CCCCC1 (stereo unspecified)	-16	0	4	7	-10	-14	-16	1	-0.055

Quoted from the results shown, 15 compounds:
SMILES	sEH inhibitor	Plk1 PBD FP	cytoskel mod	VCAM1 TNFa inh	IL1B cytotox	PLK1 inh	TNFa cytotox	E coli WT exp	DAT uptake mod
Nc1cccc(NC(=O)c2cccs2)c1	-11	22	2	16	-13	-11	-6	8	0.59
O=C(Cc1cccc2ccccc12)Nc1ccc(-c2cc3ccccc3oc2=O)cc1	-6	-2	6	-8	-2	-53	-4	-17	1.6
Cc1ccccc1N1CCN(c2ncnc3scc(-c4cccs4)c23)CC1	0	-3	-32	8	-1	27	18	-14	1.5
O=C(NC1(C(F)(F)F)C(=O)Nc2c1c(=O)[nH]c(=O)n2Cc1ccco1)C1CC1 (stereo unspecified)	-3	-7	-12	19	-17	1	11	-2	-1.4
CC1CC(C)(C)NC(C)c2ccccc21 (stereo unspecified)	nt	-13	-4	13	-23	-2	-6	4	-0.23
S=c1[nH]nc(-c2cnccn2)n1-c1ccccc1	-15	3	-14	8	-32	-4	-3	5	-0.17
COCC(C)OC(=O)C(C#N)c1nc2ccccc2nc1N1CCN(Cc2ccccc2)CC1 (stereo unspecified)	-3	-16	-13	11	3	-8	-1	-7	1.1
COC(=O)C1(C)NC(c2cccs2)C2C(=O)N(c3ccc(F)cc3)C(=O)C21 (stereo unspecified)	-5	2	6	0	17	-15	-17	-2	0.16
COC(=O)c1sccc1NC(=O)CSc1ccc(Cl)cc1	0	-3	-18	-15	nt	-4	13	1	0.21
CCCCCn1nc(C)c(/C=N/NC(=O)c2ccoc2C)c1C	-2	19	-3	20	-7	-9	-2	nt	1.5
COc1ccc(-c2cc(C(F)(F)F)nc(N3CCN(C)CC3)n2)cc1OC	10	-4	11	5	-28	-15	-19	22	-0.067
CCN1C(=O)/C(=C/c2cnn(C)c2C)SC1=S	-7	2	0	3	-8	-7	-5	-6	-0.087
Cn1cnc(S(=O)(=O)NCc2cccs2)c1	6	9	-5	-10	-17	-8	-5	-2	0.35
C/C(=N\Nc1cc(Cl)nc(C)n1)c1ccccc1	10	-4	-12	26	2	-10	-29	2	0.61
CSCCC(NS(=O)(=O)c1ccc2c(c1)oc(=O)n2C)C(=O)NC1CCCCC1 (stereo unspecified)	-16	0	4	7	-10	-14	-16	1	-0.055

(listing goes on)
SMILES	sEH inhibitor	Plk1 PBD FP	cytoskel mod	VCAM1 TNFa inh	IL1B cytotox	PLK1 inh	TNFa cytotox	E coli WT exp	DAT uptake mod
Cn1c(N)c(C(=O)COC(=O)c2ccco2)c(=O)n(C)c1=O	-2	-5	-9	-4	-15	-2	-4	3	0.35
Cc1ccc(NC(=O)c2cccc(OCc3c(C)noc3C)c2)cc1	55	18	10	27	-2	8	-20	-2	-1.7
Cc1cc(C(=O)Nc2ccccc2)oc1C	10	5	-1	18	11	-7	1	16	0.025
Cc1cc(/C(=N/O)C(C)(C)NO)ccc1Cl	nt	-7	-7	15	nt	-15	-14	5	-0.055
O=C(Nc1ccccc1)N(CCCN1CCOCC1)Cc1ccccc1F	-6	13	12	22	8	-13	11	0	0.59
CCCn1c(/C=C/c2ccccc2)nc2ccccc21	0	37	-26	6	-42	-12	0	8	1.1
NC(=O)C1CCN(C(=O)CCCCCn2c(=O)[nH]c3ccsc3c2=O)CC1	4	6	14	-48	-21	-2	-22	nt	-0.81
CCOCCCN1C(=O)CN(C2CCCCCC2)C(=O)C1c1ccc(OC)cc1 (stereo unspecified)	7	10	1	3	-1	-2	-18	8	-0.53
O=C(NCC(=O)N(c1ccc(F)cc1)C(C(=O)NCC1CCCO1)c1ccccc1)c1ccco1 (stereo unspecified)	-5	-11	4	4	-14	-8	-42	5	0.55
CCCCn1c(SCC(=O)OCC)nc2c1c(=O)[nH]c(=O)n2C	-6	8	-12	-6	-18	-10	-9	5	-0.098
COc1cc(NC(=O)C2CCCO2)c(OC)cc1NC(=O)c1ccccc1 (stereo unspecified)	0	8	4	-21	7	-13	-25	-4	0.61
CSc1cccc(NC(=O)c2ccc(Cl)nc2)c1	11	-3	5	5	7	-9	9	-5	0.52
COc1ccc(C(=O)N2CCN=C2SCc2cccnc2)c(OC)c1	-15	22	-7	1	-5	-9	-7	2	0.77
O=C(OCCCC(=O)N1CCOCC1)c1ccccc1	-1	-21	-12	10	18	-13	25	2	0.79
Cc1cc(C)c2c(=O)[nH]c(SCC(=O)NCCc3ccccc3)nc2n1	6	-22	5	6	-18	23	-29	nt	0.3
O=C(CCn1cccc1)Nc1ccc(F)cc1	10	12	-6	-10	9	-10	-9	10	0.014
CCN1C(=O)c2cccc3c(NC(=O)C4CCCCC4)ccc1c23	22	-15	8	23	-8	-20	-47	1	1
CC(C)(C)C1=Nn2c(nnc2-c2ccco2)SC1	-5	18	18	10	-94	1	-7	8	0.25
CCCc1cc(=O)[nH]c(SCC(=O)NCCCC(=O)OCC)n1	-14	-35	4	-11	-2	-9	-3	-8	0.57
COc1c(N2CCN(C(=S)Nc3ccc(F)cc3)C(C)C2)c(F)cc2c(=O)c(C(=O)O)cn(C3CC3)c12 (stereo unspecified)	14	24	-2	6	9	-11	-19	99*	nt
Cc1c(C=NCCOCc2ccccc2)cnn1C	nt	-11	25	-42	-14	-9	-39	-2	-0.053
COC(=O)c1[nH]c2c(c1C)C(=O)CC(c1cccs1)C2 (stereo unspecified)	0	-14	1	-19	-3	-11	56	-2	-0.69
COc1ccc(-c2n[nH]c(C)c2-c2ccc(Cl)cc2)c(O)c1OC	6	10	3	-58	-15	-4	nt	-3	-0.02
COC(=O)C(C)NC(=O)C12CC3CC(CC(C3)C1)C2 (stereo unspecified)	7	-18	-2	11	-11	1	-4	0	-0.37
Cc1cc(C(=O)CSc2nnc(-c3ccccc3)n2-c2ccccc2)c(C)n1-c1ncn[nH]1	-21	36	15	15	8	-4	-36	-2	nt
COc1cccc(NC(=O)c2ccc(CN3CCOCC3)cc2)c1	-9	-5	-28	13	-28	6	-28	9	1
CCN(CC)C(=O)Cn1c(=O)n(C)c2ccccc21	4	-18	8	16	-37	-11	-37	-1	-0.33
CCC(C)(C)NC(=O)C(OC(=O)c1cc2sccc2n1C)c1ccc(OC)cc1 (stereo unspecified)	-11	19	-6	-13	-10	2	-16	-3	-0.45
COc1ccc(C2=CC(c3ccc(OC)c(OC)c3)n3nnnc3N2)c(OC)c1 (stereo unspecified)	-6	-3	6	-8	-3	-5	-28	-2	0.48
c1ccc2c(-n3cccn3)cccc2c1	-16	-5	-10	-2	9	-6	-24	20	0.21
COC(=O)C1=C(C)N(C)C(C)=C(C(=O)OC)C1c1ccncc1	4	12	11	3	-41	-11	9	5	0.072
O=C(COC(=O)CCCc1c[nH]c2ccccc12)Nc1ccc2c(c1)OCO2	2	-11	36	13	-4	-1	-15	8	-0.19
O=C(Cn1nnc(-c2cccs2)n1)OC1CCCCC1	6	20	-12	-4	7	-4	34	7	-0.69
COc1ccc(C(c2nnnn2Cc2cccs2)N2CCC(C(N)=O)CC2)c(OC)c1 (stereo unspecified)	-8	2	10	8	39	-15	-13	-2	-1.3
Cn1c(=O)c2[nH]c(CNCc3ccccc3Cl)nc2n(C)c1=O	11	-9	7	19	-23	-4	-15	0	0.087
COC(=O)COc1cccc(-n2cnnn2)c1	6	-6	13	-3	-8	-4	-15	5	-0.54
O=C1CC(c2ccccc2)CC2=C1CN(C1CCCCC1)CN2 (stereo unspecified)	-11	9	2	-6	0	-10	-12	17	-0.26
COc1ccc(Cn2nnnc2CN(Cc2cc3cc(C)ccc3[nH]c2=O)C2CCCC2)cc1	0	-26	-14	-20	-4	-12	15	-4	1.8
O=c1[nH][nH]c(-c2ccccc2)c1C=Nc1ccccc1	-1	9	19	-5	13	-10	3	2	nt
COc1ccc(CN2CCCC2C(=O)Nc2ccc(OC)c(OC)c2)cc1OC (stereo unspecified)	nt	3	6	-5	-10	-8	4	-4	0.36
CCOC(=O)CCC(=O)Nc1ccccc1C(N)=O	-2	-6	-30	-10	-10	-1	-10	-3	-1.2
CN1CC=C2C(C#N)=C(N)C(C#N)(C#N)[C@H](c3cccs3)[C@H]2C1	4	-8	3	7	-39	2	-13	nt	-0.25
Cc1nnc(SCc2cnc(-c3ccccc3)o2)[nH]c1=O	0	10	11	18	-35	13	-2	-9	-0.012

This is a random part of the collection; overall some 3.4% were active at least once.
